HTT aggregate: qHTS Multiplex Assay to Identify Dual Action Probes in a Cell Model of Huntington: Aggregate Formation (GFP). Potency, µM (top dose mostly 46.1 µM), for the others: at the highest dose activity change, negative = inhibition, actives largely listed as inhibitors. 220,000 tested, 1.1% active. PC12 HttQ103-GFP aggregates, Acumen cytometry, 40 h; also: potency is read from the fitted curve at half-maximal effect; % is scaled to controls: 0 for no effect and ±100 for the full control effect; nearly all actives have a fitted effect of over 60% in size
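Compounds (qHTS titration) were added to PC12 cells expressing an ecdysone-driven HTT exon 1 Q103–GFP fusion after induction with 100 nM tebufenozide. Aggregate formation was measured as GFP objects in cell lysates.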
SMN2 splice up: qHTS Assay for Enhancers of SMN2 Splice Variant Expression; HEK293 SMN2-luciferase splicing reporter, luminescence, 30-36 h; Potency, µM (doses to about 46.1 µM), for the others: top-dose activity change, positive = activation, hits mostly activators; 210,000 tested, 2.8% active; also: potency is read from the fitted curve at half-maximal effect; % of control where 0% means no effect; nearly all actives have a fitted effect of over 55% in size
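HEK293 cells carry an SMN2 […]–luciferase reporter in which exon 7 inclusion puts luciferase in frame. Cells were plated 10-12 h before compound addition, then incubated 30-36 h at 37C. ONE-Glo luminescence was read; sodium butyrate at 4.5 mM final served as control.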
LMNA splice mod: qHTS Assay for Modulators of Lamin A Splicing. HeLa LMNA splicing GFP/RFP minigene ratio, 48 h. Potency, µM (highest dose often 46.1 µM), inactives show at the top dose ratio change, negative = inhibition, hits mostly inhibitors. 200,000 tested, 0.01% active. AID 1487, 2009; active = well fitted inhibition curve with a large enough effect in the signal ratio, with a control signal flat, not every such curve was filed as active; inconclusive = small, poorly fitted or top-dose-only effect, or effect the other way, or a change in a side signal; the % refers to the signal ratio; also: potency is read from the fitted curve at half-maximal effect; % is scaled to controls: 0 for no effect and ±100 for the full control effect
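S3 HeLa stable clones carrying a lamin A-EGFP splicing minigene plus DsRed2 were seeded at 600 cells/well in Opti-MEM with 2% FBS, pin-dosed and incubated 48 h at 37°C. Acumen cytometry (488 nm) gave the GFP/RFP total-intensity ratio.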
Luc counter: Counterscreen for Luciferase (Kinase-Glo TM) Inhibition | Kinase-Glo luciferase, ATP luminescence, 8 min | Potency, µM (series often up to 38.3 µM), for inactives: at the top dose activity change, negative = inhibition, actives largely listed as inhibitors | 200,000 tested, 0.28% active; also: potency is read from the fitted curve at half-maximal effect; % is scaled to controls: 0 for no effect and ±100 for the full control effect; nearly all actives have a fitted effect of over 60% in size
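Inhibition of Kinase-Glo luciferase light generation was assessed at 10 uM ATP in pH 7.2 imidazole buffer, with luminescence measured after eight minutes at ambient temperature.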
HTT cytoprotect: qHTS Multiplex Assay to Identify Dual Action Probes in a Cell Model of Huntington: Cytoprotection (ATP). PC12 HTT-Q103 induced, cytoprotection, ATP luminescence, 40 h. Potency, µM (doses to about 56.4 µM), inactives show cytoprotection (ATP increase), actives largely listed as activators. 230,000 tested, 0.14% active;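 also: potency is read from the fitted curve at half-maximal effect; % of control where 0% means no effect; nearly all actives have a fitted effect of over 45% in size; toxic huntingtin expression switched on by the ecdysone agonist tebufenozide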
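Cells were plated at 1500 per well in phenol red-free DMEM with 5% equine and 5% calf serum. Tebufenozide (100 nM final) and compounds were added, then ATPlite reagent, and luminescence was read.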
CBFb-RUNX1 inh: qHTS Assay for Compounds Blocking the Interaction Between CBF-beta and RUNX1 for the Treatment of Acute Myeloid Leukemia; Runt-related transcription factor 1 (Homo sapiens) + Core-binding factor subunit beta …; AlphaScreen CBFb-His/RUNX1-biotin binding, biochemical; Potency, µM (top dose mostly 59.8 µM), for the others: at the top dose activity, negative = inhibition, hits mostly inhibitors; 230,000 tested, under 10 active; AID 1477, 2009; also: % of control where 0% means no effect
Target sequence (Q01196 whole entry, looked up): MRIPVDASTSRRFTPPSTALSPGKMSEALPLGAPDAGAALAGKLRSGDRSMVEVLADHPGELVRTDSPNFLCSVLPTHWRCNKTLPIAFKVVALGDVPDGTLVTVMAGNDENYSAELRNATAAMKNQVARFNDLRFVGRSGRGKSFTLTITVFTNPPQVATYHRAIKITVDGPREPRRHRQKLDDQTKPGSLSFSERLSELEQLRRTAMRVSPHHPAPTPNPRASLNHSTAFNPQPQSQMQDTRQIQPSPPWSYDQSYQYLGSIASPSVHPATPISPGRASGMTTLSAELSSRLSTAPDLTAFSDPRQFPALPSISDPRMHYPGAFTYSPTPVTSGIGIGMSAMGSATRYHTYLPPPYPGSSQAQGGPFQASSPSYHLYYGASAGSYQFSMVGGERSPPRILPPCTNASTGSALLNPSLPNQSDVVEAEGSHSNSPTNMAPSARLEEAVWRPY
Target sequence (Q13951 whole entry, looked up): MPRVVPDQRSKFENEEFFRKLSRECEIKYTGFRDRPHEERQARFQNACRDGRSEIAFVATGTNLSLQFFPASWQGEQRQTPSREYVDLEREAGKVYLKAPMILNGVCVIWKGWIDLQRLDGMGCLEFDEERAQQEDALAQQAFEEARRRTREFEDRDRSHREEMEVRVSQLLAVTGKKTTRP
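Read-out: AlphaScreen. Format: His-CBF-beta with biotinylated RUNX1 (30 nM each) preincubated 20 min, compound 15 min, Ni-chelate plus streptavidin beads 90 min; room temperature throughout.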
IMPase Li cell: qHTS Assay for Identifying the Cell-Membrane Permeable IMPase Inhibitors: Potentiation with Lithium. AID 1457, 2008. 210,000 tested, 0.35% active. Potency, µM (top dose mostly 59.4 µM), without a hit: at the top dose activity, negative = IMPase inhibition, hits mostly inhibitors. CHO-M1 cells, IP1 TR-FRET (IP-One), carbachol + lithium;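 also: IP1 builds up when IMPase is blocked and the TR-FRET signal falls; potency is read from the fitted curve at half-maximal effect; plate controls were basal vehicle for no effect and high inhibitor control for full effect; nearly all actives have a fitted effect of over 50% in size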
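Test compounds were applied to CHO-M1 cells previously cultured for 16–30 h at 2000 per well. A small lithium amount accompanied them; after 30 min at 37C, IP1 was quantified by TR-FRET.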
Numbers without * were called inactive; ? = inconclusive; · = not tested or not shown; [ ] = another dose, or the depositor's remark. Unless noted, calls follow the shape of the dose curve; as a rule, active = well fitted curve in the direction sought with a large enough effect; inconclusive = small, poorly fitted or top-dose-only effect, or another doubt; inactive = no such curve, though single readings can be large; an effect the other way counts as inactive or inconclusive.

Start of the data: the first two compounds, ahead of the listing:
SMILES | HTT aggregate | SMN2 splice up | LMNA splice mod | Luc counter | HTT cytoprotect | CBFb-RUNX1 inh | IMPase Li cell
CCN(CC)CCn1c(=N)n(CC(O)c2ccc(OC)c(OC)c2)c2ccccc21 (stereo not given) | 16%[9.22 µM] | -10% | · | 7% | 10%[10 µM] | -3% | 11%
CCNC(=O)NC(=O)C(C)OC(=O)CNS(=O)(=O)c1c(Cl)cc(Br)cc1Cl (stereo not given) | 5% | 7% | 0%[46 µM] | 1% | -17% | 1% | 3%

All compounds of this part, previewed entries included:
SMILES | HTT aggregate | SMN2 splice up | LMNA splice mod | Luc counter | HTT cytoprotect | CBFb-RUNX1 inh | IMPase Li cell
CCN(CC)CCn1c(=N)n(CC(O)c2ccc(OC)c(OC)c2)c2ccccc21 (stereo not given) | 16%[9.22 µM] | -10% | · | 7% | 10%[10 µM] | -3% | 11%
CCNC(=O)NC(=O)C(C)OC(=O)CNS(=O)(=O)c1c(Cl)cc(Br)cc1Cl (stereo not given) | 5% | 7% | 0%[46 µM] | 1% | -17% | 1% | 3%
CCCCNC(=O)CCCCC(=O)N/N=C/c1ccccc1Cl | -7% | 8% | -3% | 1% | 7%[0.074 µM] | -3% | 9%
O=c1ncn(-c2ccccc2F)c2ncccc12 | 1% | 22% | 11% | -2% | 12% | -2% | -3%[38.3 µM]
Cc1nc(NC(=O)/C=C/c2ccccc2)sc1C(=O)Nc1ccc(Cl)cc1 | 0% | 15% | ? | -10% | -58%[inhibitor] | 5% | -28%[38.3 µM]
CC1(C)CC(=O)c2cc(OCC(=O)NCCCN3CCN(c4ccc(F)cc4)CC3)ccc2O1 | -11% | -33%[inhibitor] | ? | -1% | -17% | -1% | -6%[38.3 µM]
Cc1cc(O)c(NC(=O)c2ccco2)cc1C | 2% | 11µM* | -8% | -19% | -11% | 12% | 26%[38.3 µM]
COCCNC(=O)c1ccccc1NC(=O)c1ccccc1N(C)S(C)(=O)=O | 2% | -7% | -9% | -1% | 8%[10 µM] | -5% | -8%
NC(=S)c1ncc(C(F)(F)F)cc1Cl | 12%[9.22 µM] | · | · | · | -2%[10 µM] | 4% | ·
Cc1cc(C)cc(N(C(=O)c2csnn2)C(C(=O)NC(C)(C)C)c2ccncc2)c1 (stereo not given) | -15%[9.22 µM] | -4% | · | 3% | -34%[10 µM] | 4% | 3%
Cc1ccc(Nc2c([N+](=O)[O-])ccc3c2=NC2(CCCCC2)N=3)cc1 | 1% | -10% | -5% | -19% | -5% | -27% | 25%[38.3 µM]
COc1ccc(C)cc1N(CC(=O)Nc1cccnc1)S(=O)(=O)c1ccc(C)cc1 | 7%[9.22 µM] | · | 1%[46 µM] | 1% | 12%[10 µM] | -2% | 4%
FC(F)(F)c1ccc(C2[C@H]3CN(CC4CCCCC4)[C@H](c4ccccc4)C34CC2(c2ccccc2)C4)cc1 (stereo not given in full) | · | -69%[inhibitor] | · | -3% | -64%[inhibitor] | 13% | 1%
Cc1ccc(-n2nnnc2-c2nc3ccccc3s2)cc1 | -5% | -19% | 4% | 0% | 15%[10 µM] | -4% | -22%
CCN(CC)S(=O)(=O)c1cccc(C(=O)N/N=C(\C)c2ccc(O)cc2O)c1 | 4µM* | -68%[inhibitor] | ? | 2% | -105%[inhibitor] | -17% | -2%
O=C(CS(=O)(=O)Cc1ccccc1)N1CCN(C(=O)c2ccco2)CC1 | 16% | -6% | -7% | 1% | -16%[10 µM] | 2% | -8%[38.3 µM]
CC(c1nnc(SCC(=O)N2CC(=O)Nc3ccccc32)n1Cc1ccccc1)N(C)C (stereo not given) | -5% | 19% | -1% | -4% | 12% | -1% | 17%[38.3 µM]
Cc1ccc2[nH]c3c(NCCN4CCOCC4)ncnc3c2c1 | -3% | -32%[inhibitor] | 10% | -5% | 12%[1.9 µM] | -2% | 29%[38.3 µM]
C(=N\Nc1nnnn1-c1ccccc1)/c1ccncc1 | -26% | ? | 6% | -3% | · | 11% | -1%
Cc1ccc(Sc2nc(-c3ccccc3)nnc2C(F)(F)F)cc1 | 15% | 3% | -9% | 3% | 4%[10 µM] | 2% | 6%

A draw from above in order of molecular weight, lowest first:
SMILES | HTT aggregate | SMN2 splice up | LMNA splice mod | Luc counter | HTT cytoprotect | CBFb-RUNX1 inh | IMPase Li cell
Cc1ccc(-n2nnnc2-c2nc3ccccc3s2)cc1 | -5% | -19% | 4% | 0% | 15%[10 µM] | -4% | -22%
Cc1ccc2[nH]c3c(NCCN4CCOCC4)ncnc3c2c1 | -3% | -32%[inhibitor] | 10% | -5% | 12%[1.9 µM] | -2% | 29%[38.3 µM]
COCCNC(=O)c1ccccc1NC(=O)c1ccccc1N(C)S(C)(=O)=O | 2% | -7% | -9% | -1% | 8%[10 µM] | -5% | -8%

(listing goes on)
SMILES | HTT aggregate | SMN2 splice up | LMNA splice mod | Luc counter | HTT cytoprotect | CBFb-RUNX1 inh | IMPase Li cell
COC(=O)C1=C(C)N=c2s/c(=C/c3cccs3)c(=O)n2C1c1ccc(F)cc1 (stereo not given) | -6% | 5% | 4% | -2% | 23%[10 µM] | -7% | 19%
Cc1ccc(OCC(=O)N2N=C(C(F)(F)F)CC2(O)C(C)(C)C)cc1C (stereo not given) | ? | -25% | -2% | -4% | -11% | 3% | 37%[activator][38.3 µM]
Cc1ccc(C(=O)NCCCn2ccnc2)cc1[N+](=O)[O-] | 25% | 5% | 5% | 1% | 4% | 2% | 0%[38.3 µM]
CC(=O)c1c(C)[nH]c(C(=O)NCc2ccc(F)cc2)c1C | 6% | -18% | -4%[46 µM] | -3% | -7% | 4% | 7%
COc1ccc(CC2(CO)CCN(Cc3cccc4nccnc34)CC2)cc1 | -37%[9.22 µM] | · | 0%[46 µM] | -2% | -59%[inhibitor][10 µM] | 11% | 13%
CCOC(=O)C1CCCCN1Cc1ccc(OC)c(OC)c1 (stereo not given) | -20%[9.22 µM] | · | · | · | 6%[10 µM] | 5% | ·
OCCN1CCN(C(=S)NCCc2ccccc2)CC1 | 4% | 18% | -5% | 4% | -13%[10 µM] | 9% | 1%
COc1ccc(-c2nc(-c3cccnc3)no2)cc1OC | -7%[9.22 µM] | · | · | · | 14%[10 µM] | 2% | ·
COc1ccc(CNc2nc3ccccc3n2C)c(O)c1 | 17%[9.22 µM] | · | · | · | -1%[10 µM] | 10% | ·
Nc1nc(SCc2ccc(Cl)cc2)ns1 | -12% | 4% | 3% | -2% | -14% | -12% | 13%[38.3 µM]
O=C(O)CNS(=O)(=O)c1ccc(C2CCCCC2)cc1 | 7% | 3% | 15%[46 µM] | -5% | · | 3% | 3%
C/C(=N\NC(=S)Nc1ccc(C)cc1)c1cccc(N)c1 | · | 24% | ? | -5% | · | -5% | 3%
COc1cc2[nH]c(=O)n(CCCCCC(=O)NCCCN3CCOCC3)c(=O)c2cc1OC | -9% | 3% | -4% | -1% | 20% | 9% | 14%[38.3 µM]
CCc1ccc(N(C)S(=O)(=O)c2ccc3[nH]cc(C(=O)NCCN4CCOCC4)c(=O)c3c2)cc1 | 19%[1.84 µM] | -6% | -11% | 6% | 15% | 0% | 41%[activator][38.3 µM]
O=C(OCCN1CCOCC1)c1cccs1 | 10% | 8% | ? | 0% | -26% | -2% | 9%[38.3 µM]
COc1ccc(C(=O)c2sc3nc(-c4ccccc4)ccc3c2N)cc1 | 1% | -1% | -5% | -5% | ? | ? | -2%
CCCCn1c(=O)n(CC(=O)Nc2ccc(OC)c(Cl)c2)c(=O)c2c1nc(CO)n2CCC | 10% | ? | -9% | 4% | 2% | 5% | 17%[38.3 µM]
COc1ccc(CCNC(=O)CSc2nc(-c3ccco3)cc(C(F)(F)F)n2)cc1 | -10%[9.22 µM] | 5% | 6% | 1% | 12%[10 µM] | 1% | 10%[38.3 µM]
CC1(C)CC(=O)C2=C(C1)NC(=O)CC2c1cc2c(cc1Br)OCO2 (stereo not given) | 8% | -4% | 15% | 2% | -1% | 2% | 3%[38.3 µM]
COc1ccc(-n2c3c(c(=O)[nH]c2=O)C(NC(=O)c2ccncc2)(C(F)(F)F)C(=O)N3)cc1 (stereo not given) | 6% | -16% | · | 4% | 6% | 6% | -2%
O=C(Nc1ccccc1F)c1cc2nc(C(F)F)cc(C(F)F)n2n1 | 3% | 29% | 2% | -1% | 13%[10 µM] | 5% | 6%
Cc1c(C(=O)NCC2CCCO2)oc2ccc(S(=O)(=O)N3CCCCC3)cc12 (stereo not given) | ? | -13% | 4% | -2% | -10% | 1%[2.36 µM] | -10%
COc1ccc(-c2cc(C(=O)OCC(=O)NC(C)(C)C)c3ccccc3n2)cc1 | 13% | 6% | -10%[46 µM] | 1% | -63%[inhibitor][10 µM] | ? | -3%
CC(C)(C)[C@H]1C=C(C(=O)N2CCN(Cc3ccc4c(c3)OCO4)CC2)O[C@@H](OCc2ccc(CO)cc2)C1 | 11%[9.22 µM] | · | · | · | 9%[10 µM] | 3% | 18%
Cc1ccc(-c2csc(N(CCc3ccccc3)C(=O)COc3ccccc3)n2)cc1 | 5% | -19% | -1% | -7% | -22% | 0% | -1%[38.3 µM]
CCCNC(=O)C(=O)NCCC1=CCCCC1 | 14% | -8% | 6% | -1% | -8% | 3% | -10%[38.3 µM]
Cc1ccc(-c2nn(-c3ccccc3)cc2C(=O)N2CCOCC2)cc1C | 4% | 20% | -18%[46 µM] | 5% | -20% | -3% | 1%

Screening results deposited in PubChem BioAssay by National Center for Advancing Translational Sciences (NCATS).

Not a hit list. Share with any hit: about 4%.
